GDH-TPI inh: GDH-TPI coupling enzyme inhibitors, primary screen, artefact control for M. tuberculosis FBA inhibitor project, biochemical, absorbance, full deck | GDH-TPI coupled enzyme counterscreen, NADH absorbance | inhibition, % at 4.8 µM | actives 1.2% (n = 360,000) | AID 588335, 2011; in the data active = inhibition above about 30%;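 note: 0% = DMSO wells and 100% = wells lacking the enzyme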
FadD28 binding: inhibitors of FadD28 bisubstrate probe binding, primary screen, biochemical, fluorescence polarization, single point; Mycobacterium tuberculosis FadD28 fatty-acid-AMP ligase; inhibition, % at 12.5 µM; actives 0.22% (n = 360,000); AID 588549, 2011; in the data active = inhibition above about 8.5%, passing the limit was not always enough; inconclusive = no clear call, values can overlap the other calls
BioA inh: M. tuberculosis BioA enzyme inhibitors, primary screen, biochemical, plate reader, single point, HTS | inhibition, % at 9.99 µM | actives 0.096% (n = 360,000) | 7,8-diaminopelargonic acid synthase BioA (Mycobacterium tuberculosis) | purified M. tuberculosis BioA enzyme; in the data active = inhibition above about 40%; inconclusive = no clear call, values can overlap the other calls
BoNT F protease: BoNT/F light chain protease inhibitors, primary screen, biochemical, flow cytometry, MLPCN library | Botulinum neurotoxin type F light chain protease (Clostridium botulinum) | Multiplex microsphere protease cleavage assay | inhibition, % at 10 µM | actives 0.22% (n = 360,000) | AID 588497, 2011; in the data active = inhibition above about 35%, passing the limit was not always enough; inconclusive = no clear call, values can overlap the other calls; note: plate controls were buffer without enzyme for full effect and enzyme alone for no effect
Mtb UGM inh: M. tuberculosis UGM enzyme inhibitors, primary screen, biochemical, fluorescence polarization, single point | actives 0.06% (n = 320,000) | inhibition, % at 10 µM | purified UGM, fluorescence polarization probe displacement | AID 504406, 2011; in the data active = inhibition above about 10%, passing the limit was not always enough; inconclusive = no clear call, values can overlap the other calls
Target sequence (P9WIQ1 whole entry, looked up): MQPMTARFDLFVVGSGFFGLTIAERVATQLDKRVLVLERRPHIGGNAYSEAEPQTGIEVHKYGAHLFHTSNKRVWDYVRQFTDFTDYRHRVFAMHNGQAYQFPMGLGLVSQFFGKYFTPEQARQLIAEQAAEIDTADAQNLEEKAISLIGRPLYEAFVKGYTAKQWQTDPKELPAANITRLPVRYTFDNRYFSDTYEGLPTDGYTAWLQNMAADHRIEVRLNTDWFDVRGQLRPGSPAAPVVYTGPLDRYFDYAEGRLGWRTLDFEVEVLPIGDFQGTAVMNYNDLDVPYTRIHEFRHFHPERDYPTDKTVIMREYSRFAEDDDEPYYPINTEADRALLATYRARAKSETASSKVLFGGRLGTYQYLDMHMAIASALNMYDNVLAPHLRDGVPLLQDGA
FBA Mtb inh: Mtb FBA enzyme inhibitors, primary screen, biochemical, fluorescence, strain H37Rv | Fructose-bisphosphate aldolase (Mycobacterium tuberculosis (strain ATCC 25618 / H37Rv)), … | AID 588726, 2011 | actives 2.3% (n = 360,000) | inhibition, % at 1 µM | purified M. tuberculosis FBA, fluorescence read-out; in the data active = inhibition above about 27%;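 note: 0% = vehicle and 100% = reference inhibitor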
Target sequence (P9WQA3 whole entry, looked up): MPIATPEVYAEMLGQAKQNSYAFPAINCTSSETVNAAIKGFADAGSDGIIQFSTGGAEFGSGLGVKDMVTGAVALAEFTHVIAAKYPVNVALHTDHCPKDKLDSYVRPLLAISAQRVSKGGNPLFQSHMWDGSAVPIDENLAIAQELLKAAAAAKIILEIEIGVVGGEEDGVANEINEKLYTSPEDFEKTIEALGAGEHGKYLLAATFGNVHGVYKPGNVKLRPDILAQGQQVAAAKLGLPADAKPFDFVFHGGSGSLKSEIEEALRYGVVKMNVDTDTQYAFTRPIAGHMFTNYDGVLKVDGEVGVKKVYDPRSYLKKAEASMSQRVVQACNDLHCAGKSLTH
BoNT-A LC inh2: BoNT/A light chain protease inhibitors, primary screen, biochemical, flow cytometry, MLPCN library; Botulinum neurotoxin type A light chain protease (Clostridium botulinum A str. ATCC 3502); multiplex microsphere protease substrate cleavage; inhibition, % at 10 µM; actives 0.17% (n = 360,000); AID 588499, 2011; note: plate controls were buffer without enzyme for full effect and enzyme alone for no effect
Anthrax LF prot: Bacillus anthracis LF protease inhibitors, primary screen, biochemical, multiplex microsphere, MLPCN library; Lethal factor (Bacillus anthracis), P15917; multiplex microsphere protease cleavage assay; inhibition, % at 10 µM; actives 0.12% (n = 360,000); AID 588501, 2011; note: plate controls were buffer without enzyme for full effect and enzyme alone for no effect
PfHsp40 yeast: rescue of yeast from PfHsp40 toxicity, primary screen, S. cerevisiae, ATP luminescence; S. cerevisiae expressing PfHsp40, growth rescue; growth rescue, % at 12.5 µM; actives 0.68% (n = 340,000); in the data active = growth rescue above about 28%, passing the limit was not always enough; inconclusive = no clear call, values can overlap the other calls;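 note: yeast W303a lacking pdr1 and pdr3 grown in galactose medium; growth measured after three days at 30 °C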
The depositor's hits bear a star; ? = inconclusive; / = not tested or not shown. Cut-off read from the data, not from the text of the source, unless noted: active = inhibition above about 30%; inconclusive = no clear call, values can overlap the other calls; inactive = below that.

SMILES | GDH-TPI inh | FadD28 binding | BioA inh | BoNT F protease | Mtb UGM inh | FBA Mtb inh | BoNT-A LC inh2 | Anthrax LF prot | PfHsp40 yeast
CC(C)(C)NC(=O)NC(=O)CN1CCN(c2ncc(C(F)(F)F)cc2Cl)CC1 | 2 | 0.1 | 0.8 | -37 | 0.9 | -3 | -1.8 | -3 | 0.7
CC(C)C1C(=O)N(Cc2cn(Cc3ccco3)nn2)CCS(=O)(=O)N1Cc1ccc(-c2ccc(Cl)cc2)cc1 (stereo unspecified) | -9 | -6.7 | -1.8 | -2 | / | -4 | -0.7 | -6 | /
COc1cccc(NC(=O)CCNC(=O)N2CC(=O)Nc3ccccc32)c1 | -2 | 0.4 | 0.1 | 6 | -2.0 | -1 | 0.9 | -4 | 0.1
CCOC(=O)N1CCN(C(=O)c2cnn3c(C(F)F)cc(-c4ccc(C)cc4)nc23)CC1 | 5 | -4.1 | -1.0 | 22 | -2.1 | -1 | 1.4 | -2 | 1.0
N#CC1=C(N)C(C#N)(C#N)[C@H](c2ccncc2)[C@H]2CN(C(=O)OCc3ccccc3)CC=C12 | 8 | -1.2 | 0.8 | -7 | -3.0 | 12 | 1.1 | 0 | -0.7
Cc1ccc(-c2nn(-c3ccccc3)cc2C=O)o1 | 3 | -5.7 | 1.5 | 0 | -1.9 | 0 | 0.0 | -6 | -0.6
O=C(Cc1ccc(NC2=NC3CS(=O)(=O)CC3S2)cc1)Nc1ccc(F)cc1 (stereo unspecified) | 4 | -1.5 | -2.0 | 1 | 1.2 | 0 | -0.2 | -5 | -0.1
COc1cccc(/C=N/NC(=O)C(=O)N2CCCCCC2)c1OC | 3 | 0.0 | -0.4 | -1 | 1.2 | 0 | 1.4 | 1 | -1.4
CCC(OC(=O)c1cc2sccc2n1C)C(=O)NCC1CCCO1 (stereo unspecified) | 5 | -2.2 | -0.8 | 7 | 0.2 | 1 | -0.6 | 3 | -1.0
O=c1c(Cl)c(N2CCN(S(=O)(=O)c3ccc(F)cc3)CC2)cnn1-c1cccc(Cl)c1 | 11 | -2.2 | -1.7 | 1 | -0.6 | 3 | 0.0 | -9 | 3.8
CN(Cc1cccnc1)C(=O)CCCc1c[nH]c2ccccc12 | 4 | -3.5 | -0.6 | -1 | 0.6 | 0 | 1.4 | 0 | 0.5
O=C(OCc1nc2ccc(Cl)cc2n1CCO)c1ccc(O)cc1 | 2 | 0.0 | -0.1 | -14 | -2.9 | -1 | 0.6 | 0 | 1.3
CCC1(c2ccccc2)NC(=O)N(CC(=O)NC2(C#N)CCCCC2)C1=O (stereo unspecified) | 11 | -1.2 | / | 1 | -4.0 | -2 | 0.8 | -3 | -1.7
O=C(c1cc(Br)ccc1Cl)N1CCC2(CC1)OCCO2 | 10 | -0.7 | / | -4 | 0.5 | 4 | -0.6 | -3 | 1.7
O=C(Nc1nnc(C2=COCCO2)o1)c1ccc(Cc2ccccc2)cc1 | 1 | 0.1 | / | 1 | -0.4 | -1 | 0.2 | 0 | -0.2
Cc1ccc(F)cc1NC(=O)CN1C(=O)NC(C)(c2ccc3c(c2)OCCO3)C1=O (stereo unspecified) | -1 | -1.7 | 0.6 | -9 | 0.6 | 1 | -0.3 | 0 | -2.1
CC(=O)N(C)c1cccc([N+](=O)[O-])c1 | 2 | -1.5 | / | -12 | 0.0 | -2 | -1.3 | -2 | -0.4
CCCN(CC(=O)Nc1ccccc1OC)C(=O)CC1CCCC1 | -9 | -0.7 | 0.8 | -1 | -2.8 | -3 | 2.5 | 1 | 0.1
Cc1ccc(-n2c(N)cc(=O)nc2SCC(=O)NC2CCCCC2)cc1C | 1 | 1.5 | 0.5 | 0 | -0.3 | 2 | -3.8 | -1 | -0.2
COc1ccc([C@H]2CC(=O)C=C(c3ccc(F)cc3OCc3ccccc3)C2)cc1OC | 14 | 0.3 | -0.7 | -13 | -2.6 | 0 | 0.6 | 2 | 1.9
C[C@@H](C(=O)NCCCCCC(=O)O)n1nnc2ccccc2c1=O | -3 | -0.7 | 0.9 | -8 | -0.4 | 8 | -0.9 | 1 | -0.5
O=C(c1ccc2nc(-c3ccco3)c(-c3ccco3)nc2c1)N1CCC2(CC1)OCCO2 | 0 | 1.0 | 1.5 | -8 | 0.4 | -1 | -0.1 | -6 | -0.6
CCOC(=O)C1CCN(C(=O)CCS(=O)(=O)c2ccc3c(c2)CC(C)N3C(=O)CC)CC1 (stereo unspecified) | -2 | -0.6 | 1.2 | 3 | -2.3 | 5 | -1.1 | 0 | 0.2
COc1cc(OC)c(OC)cc1/C=C1\SC(N2CCCCC2)=NC1=O | 17 | 2.3 | 0.2 | 4 | -0.5 | -2 | 2.8 | -6 | -0.4
Cc1ccc(NC(=S)N2CCC(NC(=O)c3ccc(C)cc3)CC2)cc1 | -4 | 0.3 | -1.5 | 3 | -0.9 | 0 | -0.2 | -1 | -0.8
Further entries:
SMILES | GDH-TPI inh | FadD28 binding | BioA inh | BoNT F protease | Mtb UGM inh | FBA Mtb inh | BoNT-A LC inh2 | Anthrax LF prot | PfHsp40 yeast
CS(=O)(=O)N1CCN(c2ccc(NC(=O)Cc3ccccc3)cc2)CC1 | 8 | -2.4 | -0.4 | -17 | 2.8 | 1 | 0.1 | 0 | -1.0
CCOc1ccc(NC(=O)CN(C)C(=O)CCNC(=O)c2ccccc2Cl)cc1OCC | -1 | -2.1 | / | 6 | -2.5 | -2 | 1.3 | -4 | 0.1
c1ccc(Nc2ncnc3[nH]ncc23)cc1 | 4 | -1.9 | -0.3 | -6 | -0.7 | 3 | -0.1 | 1 | /
COc1cc(-c2c(C(C)=O)c(C)nc3c2C(=O)c2ccccc2-3)cc(OC)c1OC | -1 | 0.9 | -1.2 | -7 | / | 4 | -2.6 | -7 | -0.5
COC(=O)c1c(-c2ccc(Br)cc2)noc1N | 3 | -2.5 | -0.7 | -1 | -1.0 | -2 | -0.3 | -3 | 2.8
COC(=O)c1cc(NC(=O)CN2CCC(C(N)=O)(N3CCCCC3)CC2)cc(C(=O)OC)c1 | 2 | -3.1 | 1.3 | 10 | -3.5 | -1 | 0.2 | -2 | 0.4
Fc1ccc(C(OCCN2CCN(CCCc3ccccc3)CC2)c2ccc(F)cc2)cc1 | -14 | -3.1 | -1.5 | -8 | -0.9 | 2 | -0.8 | -6 | -1.4
Cc1cc(N)c(C)c([N+](=O)[O-])c1C | 10 | -0.2 | / | 1 | 1.2 | 0 | -1.0 | -4 | -1.5
COCCn1c(=S)[nH]c2cc(OC)c(OC)cc2c1=O | 21 | -1.8 | -0.5 | 2 | -0.3 | 0 | 0.0 | -1 | -1.2
Cc1ccc(C(=O)n2c(N)nc3ccccc32)cc1 | 5 | -3.4 | 0.7 | -7 | -3.2 | -4 | -0.3 | -2 | -1.0
CC1(C)CC(=O)c2cc(C(=O)NC3CCSC3=O)c(=O)n(-c3ccc(Cl)cc3)c2C1 (stereo unspecified) | 7 | 0.4 | / | -7 | -1.4 | 6 | -0.4 | -2 | -0.4
Cc1ccc(N(CC2CO2)S(=O)(=O)c2ccccc2[N+](=O)[O-])cc1 (stereo unspecified) | 2 | / | 0.3 | 7 | 2.4 | 2 | 1.5 | 1 | 0.0
CSCC(C)N1CCC(CO)(CCc2ccccc2)CC1 (stereo unspecified) | 3 | -3.2 | -4.2 | -12 | 0.8 | 1 | -0.7 | -3 | 0.7
COC(=O)c1ccccc1Oc1cnc2ccccc2n1 | 10 | -1.8 | 0.9 | -34 | -1.9 | 3 | -3.2 | 12 | -2.1
O=C(Cc1ccsc1)NCC(=O)Nc1ccccc1Br | -3 | -0.7 | -2.4 | / | -0.3 | 0 | / | / | -1.6
CC1(Cc2cccc(C(N)=O)c2)C(=O)Nc2c(Cl)cccc21 (stereo unspecified) | 12 | -0.4 | 1.9 | -4 | / | -4 | 0.0 | 4 | /
COc1cc(OC)c2c(-c3cccc(-c4ccoc4)c3)cc(=O)oc2c1 | -3 | -4.0 | -0.3 | -4 | / | -1 | -0.1 | -7 | 1.6
Cc1ccc(NC(=O)Cn2cnc3c(OCc4ccccc4)ncnc32)cc1C | -2 | -2.1 | -0.9 | 6 | 0.3 | 1 | -0.3 | -4 | -0.9
O=C(c1ccc(F)cc1)N1CCC(C(=O)N(Cc2ccccc2)c2ccccc2)CC1 | 3 | -3.3 | 1.6 | 11 | -1.2 | -1 | 5.1 | -1 | 1.0
CN(C)CCNc1ccc(CO)c2oc3ccc(O)cc3c(=O)c12 | 7 | -0.5 | / | -33 | / | -5 | -0.7 | -10 | 0.1
Clc1ccc(Cl)c(OCCCCNCc2ccccc2)c1 | 10 | -3.8 | / | -2 | 3.7 | 0 | 1.5 | 0 | 0.4
O=c1[nH]cnc2onc(-c3ccc(F)cc3)c12 | -3 | -2.7 | -1.2 | 20 | -2.6 | -3 | 1.3 | 4 | -1.0
CCC(=O)OCCn1c(Br)nc2c1c(=O)[nH]c(=O)n2C | 10 | 0.3 | 1.5 | 6 | 0.7 | 3 | 0.8 | 0 | -1.8
CCC(CO)Nc1nc2ccc(Cl)cc2c2ccccc12 (stereo unspecified) | 0 | / | 0.2 | -11 | -0.6 | 8 | -4.9 | 3 | -0.6
COc1ccc(C(=O)Nc2ccc(N3CCCCCC3)cc2)cc1S(=O)(=O)N1CCOCC1 | 5 | 3.4 | / | -14 | 2.5 | 1 | 1.5 | -10 | 0.4
Going on with the list:
SMILES | GDH-TPI inh | FadD28 binding | BioA inh | BoNT F protease | Mtb UGM inh | FBA Mtb inh | BoNT-A LC inh2 | Anthrax LF prot | PfHsp40 yeast
CC1CN(C(=O)Nc2ccc(F)cc2F)CC(C)O1 (stereo unspecified) | 8 | -3.9 | -0.6 | 7 | -2.5 | 0 | 0.7 | -1 | -1.3
CCOC(=O)c1cn(CC)c2cc(N3CCCCC3)c(F)cc2c1=O | 28 | -0.5 | 32 | 22 | 4.9 | 7 | -0.6 | -3 | -0.7
COc1ccc(-n2c(SCC(=O)Nc3sc4c(c3C#N)CCCC4)nnc2-c2ccc(O)cc2)cc1 | 8 | 0.4 | -6.1 | 9 | -1.8 | 1 | ? | 0 | -0.7
Cc1ccc(S(=O)(=O)CCC(=O)OCC(=O)NCCc2ccc(F)cc2)cc1 | 10 | -2.7 | -0.7 | -1 | 6.5 | -3 | -4.0 | 1 | 0.5
N#Cc1ccc(OCC(=O)N2CCCC2=O)cc1 | -4 | -4.0 | -0.5 | 1 | 3.3 | -1 | 0.4 | -1 | 0.0
O=C(C[C@H]1C(=O)N(Cc2ccccc2)C[C@@H]1Cc1ccccc1)Nc1ccccc1 | 7 | -3.8 | 1.1 | 6 | -0.5 | -2 | 0.3 | 2 | 19

Structural class, those above with a furan ring, fused or not (four)
SMILES | GDH-TPI inh | FadD28 binding | BioA inh | BoNT F protease | Mtb UGM inh | FBA Mtb inh | BoNT-A LC inh2 | Anthrax LF prot | PfHsp40 yeast
CC(C)C1C(=O)N(Cc2cn(Cc3ccco3)nn2)CCS(=O)(=O)N1Cc1ccc(-c2ccc(Cl)cc2)cc1 (stereo unspecified) | -9 | -6.7 | -1.8 | -2 | / | -4 | -0.7 | -6 | /
Cc1ccc(-c2nn(-c3ccccc3)cc2C=O)o1 | 3 | -5.7 | 1.5 | 0 | -1.9 | 0 | 0.0 | -6 | -0.6
O=C(c1ccc2nc(-c3ccco3)c(-c3ccco3)nc2c1)N1CCC2(CC1)OCCO2 | 0 | 1.0 | 1.5 | -8 | 0.4 | -1 | -0.1 | -6 | -0.6
COc1cc(OC)c2c(-c3cccc(-c4ccoc4)c3)cc(=O)oc2c1 | -3 | -4.0 | -0.3 | -4 | / | -1 | -0.1 | -7 | 1.6

Assay outcomes (PubChem)
